D2 antag: antagonists of human D2 dopamine receptor; inhibition, % at 10 µM; P14416; actives 2% (n = 340,000); AID 485344; HEK293 TREx D2 cells, calcium flux, dopamine EC80; in the data active = inhibition above about 30%; note: 0% is about no effect
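Compounds are added to dye-loaded, induced HEK293 T-REx cells coupled to calcium release via D2; after a 3 min kinetic read an EC80 dopamine stimulus is given and fluorescence is recorded for 3 more min.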
Vif-A3G inh: blocks the Vif interaction with human APOBEC3G; Q9HC16; HeLa A3G-eYFP + Vif (tagged APOBEC3G with the HIV-1 protein that degrades it), YFP fluorescence, overnight; Potency, µM (highest dose often 46.1 µM), for inactives: top-dose activity, negative = active, usual class: inhibitors; actives 0.076% (n = 410,000);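 note: potency is the fitted concentration of half-maximal effect; % is set by controls: 0 for no effect and ±100 for the full control effect; nearly all actives have a fitted effect of over 60% in size; hits raise eYFP signal because A3G escapes Vif-driven loss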
Target sequence (Q9HC16 whole entry, looked up): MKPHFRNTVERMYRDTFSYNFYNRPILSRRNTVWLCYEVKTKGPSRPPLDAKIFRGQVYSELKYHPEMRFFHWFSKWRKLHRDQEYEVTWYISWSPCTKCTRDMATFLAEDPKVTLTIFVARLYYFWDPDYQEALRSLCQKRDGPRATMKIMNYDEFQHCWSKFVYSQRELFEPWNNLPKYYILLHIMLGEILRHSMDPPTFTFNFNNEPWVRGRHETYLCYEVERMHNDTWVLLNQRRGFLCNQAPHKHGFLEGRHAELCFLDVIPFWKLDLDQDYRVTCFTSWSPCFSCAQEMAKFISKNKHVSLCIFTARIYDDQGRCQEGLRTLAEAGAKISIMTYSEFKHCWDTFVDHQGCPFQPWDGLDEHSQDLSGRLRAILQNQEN
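HeLa cells stably expressing Vif and C-terminally eYFP-tagged A3G, seeded overnight at 37 deg C, then exposed to compound by pintool overnight at 37 deg C. Rise in yellow fluorescence (Ex 488/Em 500-530, Acumen) marks blocked Vif-driven A3G degradation.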
ERG-DNA inh: inhibitors of human ERG Ets domain-DNA interaction; Potency, µM (titrated, usually from 76.9 µM), without a hit: at the top dose FP activity, negative = inhibition, actives largely listed as inhibitors; fluorescence polarization, His-ERG Ets domain / labelled DNA; actives 0.028% (n = 370,000); P11308; AID 624246; active = well fitted inhibition curve with a large enough effect in the polarisation, with a control signal flat; inconclusive = small, poorly fitted or top-dose-only effect, or effect the other way, or a change in a side signal; inactive = no such curve, though single readings can be large or run the other way; the % refers to the polarisation;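 note: polarization taken with two DNA probes labelled with fluorescein and Texas red; potency is the fitted concentration of half-maximal effect; % of control where 0% means no effect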
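His-tagged ERG Ets domain (1 uM in the protein solution; 300mM KCl, 50mM Tris-HCl, 1mM EDTA, 1mM DTT, pH 7.5) received compound, then a probe mix of 5 nM fluorescein-DNA and 100nM Texas-615-DNA. Fluorescence polarization was read for both dyes.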
RGS4 inh: human RGS4 inhibition; P49798; Transcreener GDP fluorescence polarization, RGS4-accelerated GTP hydrolysis; Potency, µM (doses to about 114 µM), for inactives: at the highest dose activity change, negative = inhibition, most hits filed as inhibitors; actives 0.039% (n = 390,000); AID 504845; note: potency is the fitted concentration of half-maximal effect; % is set by controls: 0 for no effect and ±100 for the full control effect; nearly all actives have a fitted effect of over 75% in size; some results filed as inactive show a strong effect at the top dose
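MLSMR compounds (23 nl, pin-transferred) preincubated 10 min at room temperature with a 500nM (2x) first reagent, then RGS4 at 900nM (2x) plus Transcreener GDP mix added; fluorescence polarization (620/688 nm) read before and after 90 min at 30 °C.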
D2 ag: D2 dopamine receptor (human) agonism; AID 485358; activation, % at 2 µM; P14416; HEK293 T-REx D2 cells, calcium flux agonist mode; actives 0.53% (n = 340,000);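 active = activation over 3 SD above normal in the single-dose calcium agonist read, cut at about 30% in these data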; note: 0% is about no effect
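Tetracycline-induced HEK293 Trex cells with D2 receptor force-coupled to calcium signaling, plated overnight at 30 C and loaded with no-wash calcium dye. Calcium flux read kinetically for 180 s after compound addition; responses flag agonists.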
ALOX12 inh: ALOX12 (human) lipoxygenase inhibition; P18054; purified 12hLO, xylenol orange hydroperoxide absorbance; Potency, µM (highest dose often 108 µM), inactives show at the top dose activity change, negative = inhibition, usual class: inhibitors; actives 1.1% (n = 580,000); note: potency is the fitted concentration of half-maximal effect; % is set by controls: 0 for no effect and ±100 for the full control effect
Target sequence (P18054 whole entry, looked up): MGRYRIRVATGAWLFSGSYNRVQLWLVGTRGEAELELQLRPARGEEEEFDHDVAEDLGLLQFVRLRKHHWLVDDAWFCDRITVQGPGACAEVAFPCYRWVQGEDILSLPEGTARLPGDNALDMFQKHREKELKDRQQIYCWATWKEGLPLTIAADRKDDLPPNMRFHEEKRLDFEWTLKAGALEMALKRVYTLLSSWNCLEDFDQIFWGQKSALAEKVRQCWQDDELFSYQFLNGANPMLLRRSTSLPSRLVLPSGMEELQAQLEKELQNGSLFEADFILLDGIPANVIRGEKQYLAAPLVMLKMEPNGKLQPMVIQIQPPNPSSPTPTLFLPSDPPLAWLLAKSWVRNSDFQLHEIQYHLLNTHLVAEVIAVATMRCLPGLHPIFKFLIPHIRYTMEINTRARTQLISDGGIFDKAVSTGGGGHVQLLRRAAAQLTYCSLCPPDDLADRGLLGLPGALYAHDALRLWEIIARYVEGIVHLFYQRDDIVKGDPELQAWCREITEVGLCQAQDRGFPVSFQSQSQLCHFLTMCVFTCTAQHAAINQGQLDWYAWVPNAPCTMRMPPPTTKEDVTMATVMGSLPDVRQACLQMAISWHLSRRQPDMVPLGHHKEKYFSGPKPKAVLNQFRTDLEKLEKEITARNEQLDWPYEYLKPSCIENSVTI
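Purified human 12hLO at 150 nM in 25 mM Hepes, 0.01% Triton X-100, pH 7.0, preincubated 15 min at room temperature with compound. Reaction started with 40 uM arachidonic acid, 30 min at room temperature. Hydroperoxide measured by Fe-xylenol orange, 573/405 nm absorbance ratio.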
Vif-A3F inh: Vif-A3F binding inhibition; HeLa A3F-eYFP + Vif (tagged APOBEC3F with the HIV-1 protein that degrades it), YFP fluorescence increase; Potency, µM (top dose mostly 46.1 µM), inactives show at the highest dose activity, negative = active; actives 0.2% (n = 390,000); note: potency is the fitted concentration of half-maximal effect; % of control where 0% means no effect; nearly all actives have a fitted effect of over 65% in size
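Fluorescence increase (Ex 488/Em 500-530) after overnight compound treatment at 37 deg C flags inhibition of Vif-driven A3F-eYFP loss in stable HeLa A3F-eYFP/Vif cells seeded overnight beforehand.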
LDHA inh: inhibitors of human lactate dehydrogenase A; P00338; purified LDHA, NADH/diaphorase-resazurin fluorescence; hits give low values; activity change, % (values are at about 110 or 230 µM); actives 0.15% (n = 480,000); in the data active = activity change below about -30%; inconclusive = mostly about -25% to -30%;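 note: plate controls were DMSO wells for no effect and wells without enzyme for full effect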
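Resorufin fluorescence (ex540/em590), read at 0 and 20 min after diaphorase/resazurin addition, reports the NADH left after a 5 min room-temperature reaction of 2 nM human LDH5 with 0.06 mM NADH and 0.2 mM pyruvate.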
Glioma ERSR ind: ER stress response induction in glioma; U87-MG GRP78 promoter luciferase reporter, 16 h; Potency, µM, without a hit: top-dose activation, usual class: activators; actives 0.02% (n = 420,000); AID 602332; note: potency is the fitted concentration of half-maximal effect; series mostly up to about 76 µM; % of control where 0% means no effect; nearly all actives have a fitted effect of over 35% in size
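ERSR induction read as luciferase luminescence (Bright-Glo, 10 min at room temperature) in stably transfected human U87-MG glioma cells exposed to compounds for 16 h, using GRP78 as sensor.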
* = called active by the depositor; ? = inconclusive; / = no result given; & = joins results of further samples; [ ] = another dose, or the depositor's remark. Unless noted, calls come from the whole dose curve; as a rule, active = well fitted curve in the direction sought with a large enough effect; inconclusive = small, poorly fitted or top-dose-only effect, or another doubt; inactive = no such curve, though single readings can be large; an effect the other way counts as inactive or inconclusive. Only part of the results is shown; rates above refer to the full screens.

SMILES | D2 antag | Vif-A3G inh | ERG-DNA inh | RGS4 inh | D2 ag | ALOX12 inh | Vif-A3F inh | LDHA inh | Glioma ERSR ind
O=C(Nc1nnc(S(=O)(=O)N2CCc3ccccc32)s1)c1cccc(Cl)c1 | / | -1% | 0% | 11% | -0.8 | -29% | -14% | -8 | -3%
CC(C)CC(=O)Nc1ccc(C(=O)OCc2cc(=O)n3nc(C(C)C)sc3n2)cc1 | / | 8% | 9% | 0% | 1.1 | -21% | 1% | -7 | -2%
CCOc1ccc(N2C(=O)CC(N3CCN(c4ccc(Cl)cc4)CC3)C2=O)cc1 (configuration not stated) | / | 5% | 6% | -2% | / | 18% | 5% | 3 | -1%
Cc1cc(C)nc(NS(=O)(=O)c2ccc(NC(=S)NC(=O)C3CCCC3)cc2)n1 | -10 | -1% | 3% | -18% | 0.0 | ? | 0% | -1 | 3%
COc1cc(/C=C/C(=O)OCC(=O)Nc2ccccc2Cl)cc(OC)c1OC | / | 2% | 21% | 4% | / | 0% | 7% | -13 | -7%
Cc1ccccc1CC1(CO)CCCN(C(=O)CCN2CCCO2)C1 (configuration not stated) | -4 | -1% | -1% | 11% | 0.3 | -22% | 2% | -2 | 6%
Cc1cccc(N2CCN(S(=O)(=O)c3ccc4c(c3)CC(C)N4C(=O)C3CC3)CC2)c1C (configuration not stated) | -20 | 0% | -7% | -3% | 0.1 | -10% | 11% | -1 | -5%
O=C(COC(=O)C1CC1)NCc1ccccc1 | 9 | 0% | 9% | 3% | 0.5 | -15% | ? | -10 | 2%
COc1ccc(Oc2nccc(-c3ccc(F)cc3)c2C#N)cc1 | 22 | 1% | -7% | -41% | -0.3 | -6% | -1% | -8 | -4%
CCc1ccc2nc(SCC(=O)N3CC(=O)Nc4ccccc43)c(C#N)cc2c1 | -12 | ? | 0% | ? | -0.4 | -4% | ? | -5 | -2%
Cc1ccc(S(=O)(=O)Cn2nnnc2C(CC(C)C)N2CCN(c3ccccc3)CC2)cc1 (configuration not stated) | -1 | 6% | -5% | -4%[11.4 µM] | -1.0 | 54%[activator][57.4 µM] | 7% | -4 | -3%
O=C(Nc1ccc(Cl)cc1F)c1cc(S(=O)(=O)N2CCCCC2)ccc1F | -19 | 3% | 7% | 7% | -0.9 | -3% | 11% | -3 | -4%
CCC12CC3CC(C1)CC(C(=O)O)(C3)C2 | -3 | 0% | 12% | -19% | 0.2 | -6% | 1% | -3 | -4%
CC(CC(=O)O)CC(=O)Nc1ccc(S(N)(=O)=O)cc1 (configuration not stated) | -11 | 0% | -7% | -7% | 0.4 | 8% | 0% | -3 | -2%
CC1(C)S[C@@H]2C(C(=O)OCc3ccccc3)NC(=O)N2C1C(=O)OCc1ccccc1 (some centres not stated) | / | 0%&-1% | -1% | -11% | / | -6% | 1% | -2 | -7%&-3%
COCCn1c(SCC(=O)c2c(N)n(C)c(=O)n(C)c2=O)nc2ccccc21 | / | 0% | 19% | ? | / | -1% | 4% | -1 | 1%
COc1ccc(Cc2nnc(NC(=O)c3cccs3)s2)cc1 | -5 | 4% | 5% | -29% | -1.1 | 136%[activator] | -1% | -1 | 4%
COc1ccc(CNC(=O)Cc2ccc(OC)c(S(=O)(=O)N3CCOCC3)c2)cc1 | -27 | 0% | 2% | -50% | 0.2 | 0%[57.4 µM] | 5% | -2 | -6%
CCCCC(CC(C)O)c1n[nH]c(=S)n1-c1ccccc1 (configuration not stated) | -9 | 1% | 9% | ? | 0.7 | -11% | -11% | -1 | -4%
CC(NCC(=O)Nc1ccccc1C(=O)NC1CC1)c1ccc(S(C)(=O)=O)cc1 (configuration not stated) | 8 | 2% | -3% | 28% | -0.9 | 8% | -5% | -10 | -3%
S=C(NNc1ccc2ccccc2c1)NC1CCCCC1 | / | -27% | -7% | -45% | / | ? | -14% | 6 | 13%
O=C1CCCc2oc3ccc(O)cc3c21 | 10 | -2% | -3% | -9% | -0.1 | 0% | -3% | -3 | -3%
COc1ccc(C(=O)Nc2c(N)nc(SCC(=O)Nc3ccc(C(C)=O)cc3)[nH]c2=O)cc1 | -1 | -3% | -4% | -23% | -0.1 | -24% | -22% | -4 | -3%
CCC(=O)NC(NC(=S)Nc1ccccc1Br)C(Cl)(Cl)Cl (configuration not stated) | 11 | -4% | 2% | -5% | -0.7 | -5% | -5% | -7 | -4%
Cc1nc(SCC(=O)NCc2ccc3c(c2)OCO3)nc(C)c1C | / | -1% | -4% | 11% | / | -9% | -4% | -5 | -5%
CCOc1ccc(C2c3[nH]c4ccccc4c3C[C@H]3C(=O)N(C4CCN(Cc5ccccc5)CC4)CC(=O)N23)cc1OC (some centres not stated) | -2 | 1% | -8% | -26% | 1.3 | -42% | -1% | -1 | -4%
Cn1nc(C(=O)OCc2ccc(Br)cc2F)c2ccccc2c1=O | 2 | 0% | 11% | 10% | 0.8 | 1% | 10% | 0 | 0%
CCCCCCN1C[C@@H](n2cc(C3CC3)nn2)[C@H](O)C[C@@H]1c1ccc(C)cc1 | / | -24% | / | / | / | -12% | -4% | -9 | -6%
Cc1nc(C)n(CC(=O)N2CCCC(C(=O)c3cccc4ccccc34)C2)n1 (configuration not stated) | 6 | 0% | -28% | -18% | -1.6 | 13% | -13% | -3 | 4%
CCCNc1ccc(S(=O)(=O)N(CC)CC)cn1 | -31 | 6% | 24% | -21% | 0.1 | -16% | -25% | 0 | 1%
Cc1ccccc1C1CCCN(Cc2nc(C3CC3)no2)C1 (configuration not stated) | 6 | 5% | 9% | -21% | 0.4 | 1% | 6% | -1 | 0%
O=C(COc1ccc(Cl)cc1Cl)N/N=C/c1ccc[nH]1 | 2 | -4% | -9% | -8% | 0.0 | -12% | ? | -2 | 1%
COc1ccc(OC)c(-c2nnc3n2N=C(c2ccc(OC)c(OCC4CC4)c2)CS3)c1 | / | -25% | / | -6% | / | / | -5% | 4 | -2%
Cc1ccc(S(=O)(=O)N2CC(=NO)C2)cc1 | 0 | -1% | -5% | -25% | -0.6 | ? | -6% | -2 | -3%
O=C(NCCOC(=O)C1COc2ccccc2O1)c1cccnc1 (configuration not stated) | -5 | -4% | 9% | -2% | 0.3 | ? | -4% | -7 | 1%
CCOc1ccccc1NC(=O)CSc1nnc2ccc(-c3cccnc3)nn12 | -11 | 0% | -7% | 22% | -0.2 | -16% | ? | -6 | -4%
Cc1ccc(C(=O)NC(=S)NNC(=O)c2ccccc2O)cc1 | / | 7% | 20% | -43% | / | -16% | -12% | 5 | 5%
Cc1cn2c(=O)cc(COC(=O)c3ccc(NC(=O)c4ccccc4C)cc3)nc2s1 | / | 2% | -3% | 13% | 1.3 | ? | -2% | -9 | -1%
Cc1c(C(=O)N2CCCC2)sc(NC(=O)c2ccccc2)c1C#N | 11 | -1% | / | -29% | 1.1 | 2% | 0% | -5 | -3%
CC(=O)Nc1cccc(C(=O)OCC(=O)N2CCN(C(=O)COC(=O)c3cccc(NC(C)=O)c3)CC2)c1 | / | -1% | 8%[15.4 µM] | ? | / | -6% | -25% | -5 | -2%
NC(=O)c1ccc(NC(=O)COC(=O)c2ccc(Br)o2)cc1 | -8 | -1% | -7% | 10% | 0.2 | -3% | 1% | -10 | -5%
C[C@H]1CN([C@@H](C)CO)C(=O)CCCn2nncc2CO[C@H]1CN(C)S(=O)(=O)c1ccc2ccccc2c1 | / | 0% | / | / | / | -6% | -2% | -3 | 0%
COc1ccc(NC(=S)NC(C)Cc2cccs2)cc1 (configuration not stated) | 10 | 1% | 2% | 3% | 0.0 | ? | -6% | -1 | 1%
O=C1CC(N2CCN(Cc3ccc4c(c3)OCO4)CC2)C(=O)N1c1cccc(Cl)c1 (configuration not stated) | 1 | 0% | / | 11% | 3.1 | -12% | -11% | -3 | -3%
O=C1N[C@@H](Cc2ccccc2)C(=O)N2[C@H]3Nc4ccccc4[C@@]3([C@]34C[C@H]5C(=O)N[C@@H](Cc6ccccc6)C(=O)N5[C@H]3Nc3ccccc34)C[C@@H]12 | / | 0% | -19% | -3% | / | / | 2% | 3 | -3%
CCCCCCNC(=O)c1ncn[nH]1 | 0 | -4% | 7% | 3% | -0.1 | ? | 6% | 0 | -2%
COc1ccc(CC(NC(C)=O)C(=O)NC2CCN(C(=O)c3ccc(Cl)cc3)CC2)cc1 (configuration not stated) | 9 | 1% | -1% | 21% | 0.9 | -8% | -48% | -8 | -1%

Already shown: 4 of the compounds above.
SMILES | D2 antag | Vif-A3G inh | ERG-DNA inh | RGS4 inh | D2 ag | ALOX12 inh | Vif-A3F inh | LDHA inh | Glioma ERSR ind
O=C1CC(N2CCN(Cc3ccc4c(c3)OCO4)CC2)C(=O)N1c1cccc(Cl)c1 (configuration not stated) | 1 | 0% | / | 11% | 3.1 | -12% | -11% | -3 | -3%
O=C1N[C@@H](Cc2ccccc2)C(=O)N2[C@H]3Nc4ccccc4[C@@]3([C@]34C[C@H]5C(=O)N[C@@H](Cc6ccccc6)C(=O)N5[C@H]3Nc3ccccc34)C[C@@H]12 | / | 0% | -19% | -3% | / | / | 2% | 3 | -3%
CCCCCCNC(=O)c1ncn[nH]1 | 0 | -4% | 7% | 3% | -0.1 | ? | 6% | 0 | -2%
COc1ccc(CC(NC(C)=O)C(=O)NC2CCN(C(=O)c3ccc(Cl)cc3)CC2)cc1 (configuration not stated) | 9 | 1% | -1% | 21% | 0.9 | -8% | -48% | -8 | -1%
